# Screening results deposited in PubChem by The Scripps Research Institute Molecular Screening Center.
# pPAFAH inh: inhibitors of human plasma PAF acetylhydrolase (pPAFAH). AID 463082. 330,000 tested, 1.5% active. Q13093. recombinant pPAFAH, FP-rhodamine probe fluorescence polarization. inhibition, % at 3.39 µM;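 active means inhibition above the mean inhibition across the screen plus 3 SD, cut at about 25% in these data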;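 further: inhibitors block binding of the rhodamine activity-based probe so polarization drops; 0% = enzyme with DMSO and 100% = wells lacking pPAFAH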
# PAFAH1B2 inh: inhibitors of human PAFAH1B2. P68402. recombinant PAFAH1B2, FP-rhodamine activity probe, fluorescence polarization. inhibition, % at 3.39 µM. 340,000 tested, 1.2% active;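 active means inhibition above the mean of all tested compounds plus 3 SD, cut at about 24% in these data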;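 further: 0% = enzyme with DMSO and 100% = wells lacking PAFAH1B2; many of its hits are not listed in these tables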
# Target sequence (P68402 whole entry, looked up): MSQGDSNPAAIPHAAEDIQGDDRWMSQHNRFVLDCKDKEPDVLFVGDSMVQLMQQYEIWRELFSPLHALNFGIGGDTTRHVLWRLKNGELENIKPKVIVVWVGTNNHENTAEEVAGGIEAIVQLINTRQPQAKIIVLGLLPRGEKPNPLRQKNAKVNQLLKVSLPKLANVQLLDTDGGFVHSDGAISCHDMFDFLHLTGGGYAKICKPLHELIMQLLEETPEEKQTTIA
# EBNA-1 inh: blocks EBNA-1 binding to DNA | inhibition, % at 14.8 µM | 300,000 tested, 0.34% active | AID 1950 | EBNA-1 DNA binding, fluorescence polarization; in the data active means inhibition above about 28%
# PAFAH2 inh: PAFAH2 (human) inhibition | 340,000 tested, 0.99% active | Q99487 | inhibition, % at 3.39 µM | AID 492956 | recombinant PAFAH2, FP-rhodamine activity probe, fluorescence polarization;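 active means inhibition above the mean over all tested compounds plus 3 SD, cut at about 30% in these data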;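 further: inhibitors block probe labeling of enzyme so polarization drops; 0% = enzyme with DMSO and 100% = wells lacking PAFAH2 protein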
# PREPL inhibitor: inhibitors of human prolyl oligopeptidase-like enzyme PREPL; Q4J6C6; recombinant PREPL, fluorescence polarization activity-based probe; inhibition, % at 5.96 µM; 320,000 tested, 0.68% active; AID 2751; in the data active means inhibition above about 43%;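 further: 0% = enzyme with DMSO and 100% = wells lacking enzyme; many of its hits are not listed in these tables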
# LYPLA2 inh: LYPLA2 (human) inhibition in PME1 counter-screen; O95372; recombinant LYPLA2, FP-Rh probe fluorescence polarization; inhibition, % at 5.9 µM; 320,000 tested, 0.38% active;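 active means inhibition above the screen-wide mean plus 3 SD, limit set per campaign, cut at about 26% in these data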;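 further: 0% = LYPLA2 with DMSO and 100% = wells lacking LYPLA2 enzyme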
# ZTA counter: blocks Epstein-Barr virus ZTA, an EBNA-1 counter-screen; inhibition, % at 11 µM; 320,000 tested, 0.15% active; P03206; ZTA-DNA binding, fluorescence polarization; in the data active means inhibition above about 33%
# Target sequence (P03206 whole entry, looked up): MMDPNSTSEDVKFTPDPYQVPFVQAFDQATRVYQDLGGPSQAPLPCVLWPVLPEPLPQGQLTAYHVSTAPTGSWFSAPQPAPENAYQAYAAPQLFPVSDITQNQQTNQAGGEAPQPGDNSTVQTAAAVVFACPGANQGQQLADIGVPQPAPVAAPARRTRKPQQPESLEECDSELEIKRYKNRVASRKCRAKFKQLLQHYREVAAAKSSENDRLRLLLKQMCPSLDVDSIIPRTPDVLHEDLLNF
# PAFAH1B3 FP inh: PAFAH1B3 (human) inhibition | Q15102 | recombinant PAFAH1B3, FP-rhodamine probe, fluorescence polarization | inhibition, % at 3.39 µM | 340,000 tested, 0.28% active;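 active means inhibition above the screen-wide average of all tested compounds plus 3 SD, cut at about 25% in these data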;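 further: 0% = enzyme with DMSO only and 100% = wells lacking PAFAH1B3 protein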
# Target sequence (Q15102 whole entry, looked up): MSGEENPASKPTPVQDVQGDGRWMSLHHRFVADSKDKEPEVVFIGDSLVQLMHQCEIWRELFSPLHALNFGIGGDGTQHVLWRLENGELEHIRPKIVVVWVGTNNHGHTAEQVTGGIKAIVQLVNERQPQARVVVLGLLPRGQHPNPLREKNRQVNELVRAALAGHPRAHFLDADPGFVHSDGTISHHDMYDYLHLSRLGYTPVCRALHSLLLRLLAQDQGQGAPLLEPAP
# LYPLA1 counter: blocks human lysophospholipase 1, a PME1 counter-screen. AID 2174. 320,000 tested, 0.16% active. recombinant LYPLA1, FP-Rh probe fluorescence polarization. inhibition, % at 5.9 µM;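 active means inhibition above the mean of all tested compounds plus 3 SD, set per campaign, cut at about 14% in these data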;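 further: inhibitors block serine hydrolase probe labeling of LYPLA1 so polarization falls; 0% = enzyme with DMSO and 100% = wells lacking LYPLA1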
# Target sequence (O75608 whole entry, looked up): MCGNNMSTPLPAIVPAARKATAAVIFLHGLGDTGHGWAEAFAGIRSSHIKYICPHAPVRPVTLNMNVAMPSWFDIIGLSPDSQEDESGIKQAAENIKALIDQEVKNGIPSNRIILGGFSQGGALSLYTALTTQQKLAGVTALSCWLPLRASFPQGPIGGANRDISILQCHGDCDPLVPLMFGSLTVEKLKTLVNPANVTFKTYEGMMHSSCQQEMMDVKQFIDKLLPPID
# Starred values were filed as active, the others as inactive; . = not tested or not shown.
# The line under a structure holds: PAFAH1B2 inh	PREPL inhibitor	LYPLA2 inh	PAFAH2 inh	ZTA counter	PAFAH1B3 FP inh	LYPLA1 counter	EBNA-1 inh	pPAFAH inh
COc1ccc(NC(=O)CCS(=O)(=O)c2cc3c(cc2C)NC(=O)CO3)cc1
  -5	24	3	-4	-2	-8	1	-3	4
CCC(C)NC(=O)C1CCN(c2nc(OC)nc(OC)n2)CC1 (centres undefined)
  -2	-9	-2	-5	14	5	2	11	2
C=CCNC(=O)c1onc(CSc2ccccc2CC)c1C(=O)O
  11	-3	6	49*	18	3	-1	8	3
CC1(C)Oc2ccc(C(=O)NC3CC3)cc2N(CC(=O)N2CCOCC2)C1=O
  -2	3	4	-1	-5	9	2	-9	-6
COc1ccccc1OCc1nc(-c2ccc([N+](=O)[O-])cc2)no1
  4	2	9	-2	23	5	3	3	8
C=C(C)c1cccc(C(C)(C)NC(=O)NCCCN2CCCC2=O)c1
  1	-1	-3	3	12	-6	-3	6	4
CCOc1ccc(C(=O)NC(C)CCc2ccccc2)cc1 (centres undefined)
  9	21	-5	5	-18	16	-3	-2	0
CCOC(=O)c1ccc(NC(=O)CN(Cc2ccc(Cl)cc2)S(C)(=O)=O)cc1
  -6	-13	2	-7	9	-7	-1	9	5
CCCn1nnnc1NCc1ccc(C(C)C)cc1
  5	12	5	11	-7	10	2	2	0
O=C(NC(=S)NN1CCCCC1c1cccnc1)c1ccc(Br)cc1 (centres undefined)
  4	15	1	0	-5	7	0	1	-2
Cc1ccc(S(=O)(=O)N2CCN(CC(=O)N/N=C/C=C/c3ccccc3)CC2)cc1
  11	-21	-3	10	-3	6	-3	-5	-1
CN(C)C(=O)c1nc2ccc(Cl)cn2c1CN1CCCC(OCc2cccnc2)C1 (centres undefined)
  -3	8	-1	1	8	-1	-1	-16	-4
O=C(NCc1ccccc1)C1CC(=O)N(c2ccc(OCC(=O)N3CCCC3)cc2)C1 (centres undefined)
  3	8	-4	0	8	-9	1	5	-1
CN1/C(=C/C=C(C#N)C#N)C=Cc2ccccc21
  -34	-4	-2	-74	-5	-54	-2	3	0
CCC(=O)Nc1sc(Cc2ccc3c(c2)OCO3)c(C)c1C(N)=O
  5	20	5	-1	8	4	1	-4	7
Cc1cccc(C(=O)OCC(=O)c2ccc3c(c2)OCO3)c1O
  3	22	4	-10	5	7	-1	-1	4
CCCCNC(=O)CSc1nc(N)c(C(=O)Nc2ccc(OC)cc2)s1
  3	4	2	5	-2	-2	1	-4	0
CN1CCN(C(CNC(=O)c2ccc(Br)o2)c2ccc(F)cc2)CC1 (centres undefined)
  2	2	1	2	0	4	0	-9	1
CCCCOC(=O)c1ccc(NC(=O)C(=O)NCc2ccccn2)cc1
  1	-2	11	12	11	3	-1	1	3
COc1ccccc1/C=C/C(=O)OCC(=O)NCc1ccc2c(c1)OCO2
  5	1	.	51*	.	6	.	.	14

# Following part.
# The line under a structure holds: PAFAH1B2 inh	PREPL inhibitor	LYPLA2 inh	PAFAH2 inh	ZTA counter	PAFAH1B3 FP inh	LYPLA1 counter	EBNA-1 inh	pPAFAH inh
Cc1ccccc1C(=O)Nc1c(C(=O)N2CCN(C)CC2)cnn1-c1ccccc1
  0	10	1	-3	-1	-2	-3	-2	20
COc1ccc(NC(=S)NCC2CCN(c3ccc(OC)cc3)C2)cc1 (centres undefined)
  1	42	3	3	1	0	0	2	4
Cc1cc(N2CCN(C)CC2)nc2ccc(NC(=S)NCCN3CCc4ccccc4C3)cc12
  4	43	2	4	-3	5	4	-10	2
O=C(Cc1ccccc1)Nc1ccccc1C(=O)N1CCCCC1
  -3	7	5	7	9	-2	2	6	4
COC(=O)Nc1ccc(S(=O)(=O)N2CCC(C(=O)NCc3ccc4c(c3)OCO4)CC2)cc1
  6	0	.	-1	.	2	.	.	2
Cc1ccc(-c2nn(-c3cc(N4CCNCC4)ccc3[N+](=O)[O-])c(=O)c3ccccc23)cc1
  1	15	-5	4	18	-2	-8	-1	3
O=C1Cc2ccccc2C(=O)N1c1ccc(F)cc1Cl
  1	1	3	-8	0	8	0	-14	5
CCOc1ccccc1NC(=S)NCCc1ccc(F)cc1
  6	-4	1	0	7	5	-2	4	4
COc1ccccc1NC(=O)CN1CCOCC1
  7	-5	-7	8	-17	9	1	-8	-2
O=C(NC1C(=O)NNC1c1ccc(Cl)cc1)c1ccc(F)cc1 (centres undefined)
  6	-3	37*	1	-13	2	-6	1	-2
O=C(CCCOc1ccccc1)Nc1nncs1
  4	-2	3	-14	14	6	0	-1	4
CCCC1CCC(=NNS(=O)(=O)c2ccc(C)c([N+](=O)[O-])c2)CC1 (centres undefined)
  4	5	-3	-2	2	8	2	-2	2
CC(=O)c1nc(N2C(=O)C3CC=C(C)CC3C2=O)sc1C (centres undefined)
  4	-2	2	6	-7	12	-2	4	0
CC1(C)C2CC[C@]3(C)C(CC=C4[C@@H]5C[C@@](C)(CO)CC[C@]5(C(=O)O)CC[C@]43C)[C@@]2(C)CC[C@@H]1O (some centres undefined)
  .	1	-4	.	24	.	-2	0	4
O=C(COc1ccc(Br)cc1)Nc1cc(S(=O)(=O)N2CCCCC2)ccc1N1CCCCC1
  -6	5	-5	-3	-7	-2	1	7	2
N#CC1=C(N)Oc2n[nH]c(-c3ccccc3)c2C1c1ccncc1 (centres undefined)
  2	4	0	-3	10	11	1	-5	5
Nc1ccc2nc(-c3ccccc3)[nH]c2c1
  6	12	1	10	15	6	0	-4	4
Clc1cccc(Cl)c1CO/N=C/c1cccs1
  9	-7	4	3	-2	2	0	-9	4
CC1(C)Oc2ccc3ccc(=O)oc3c2[C@@H](O)[C@@H]1O
  0	20	10	-12	0	2	3	.	-2
O=c1[nH]cc(S(=O)(=O)NCc2ccccc2)c(=O)[nH]1
  5	4	1	3	8	4	0	-3	4

# Limited to pPAFAH inh, PAFAH2 inh and EBNA-1 inh, for four of the compounds above:
SMILES,pPAFAH inh,PAFAH2 inh,EBNA-1 inh
CCCCOC(=O)c1ccc(NC(=O)C(=O)NCc2ccccn2)cc1,3,12,1
COc1ccccc1/C=C/C(=O)OCC(=O)NCc1ccc2c(c1)OCO2,14,51*,.
Cc1ccccc1C(=O)Nc1c(C(=O)N2CCN(C)CC2)cnn1-c1ccccc1,20,-3,-2
COc1ccc(NC(=S)NCC2CCN(c3ccc(OC)cc3)C2)cc1 (centres undefined),4,3,2

# Later entries.
# The line under a structure holds: PAFAH1B2 inh	PREPL inhibitor	LYPLA2 inh	PAFAH2 inh	ZTA counter	PAFAH1B3 FP inh	LYPLA1 counter	EBNA-1 inh	pPAFAH inh
Cc1cc(NC(=O)CCC(=O)N(CC(=O)NCC2CCCO2)c2ccccc2)no1 (centres undefined)
  3	-3	-4	4	3	-4	-4	-2	2
CCCCOC(=O)C1CCCC(C(=O)OCCCC)N1 (centres undefined)
  2	6	-6	-1	-5	-1	0	-5	10
Cc1ccccc1NC(=O)NC1(C(=O)N2CCOCC2)CCCCC1
  5	-14	-4	6	3	3	0	-10	-2
CN(C(=O)c1cccc(C(=O)N(C)c2ccccc2)c1)c1ccccc1
  6	11	6	8	2	7	2	7	3
N/C(=N\OC(=O)CC1CCCCC1)c1ccccn1
  8	16	-3	6	-11	-2	2	-2	-1
COc1ccc(-c2nnc(SCc3nc4ccccc4s3)n2C(C)C)cc1
  3	9	3	-9	-4	-3	-2	0	6
CCOc1c(OC(C)=O)ccc(/C=C2\N=C(SCC)SC2=O)c1[N+](=O)[O-]
  9	5	-1	12	2	15	-1	5	11
COc1ccc(Cl)cc1NC(=S)N1CCN(C(=O)C2CCCO2)CC1 (centres undefined)
  7	6	-3	2	3	18	-3	-1	3
Cc1ccc(-c2noc(CCCC(=O)N3CCOCC3)n2)cc1
  3	0	-2	0	1	9	-1	-2	6
O=C(COC(=O)C1=COCCO1)Nc1ccc([N+](=O)[O-])cc1C(F)(F)F
  4	-2	-3	32*	1	6	0	.	6
CC1Cc2nc(SCC(=O)NC3CCCCC3)n(C)c(=O)c2S1 (centres undefined)
  1	-3	5	1	1	8	0	3	3
O=S(=O)(c1ccc(Cl)cc1)N1CCC(N2CCOCC2)CC1
  20	7	0	7	0	2	-1	6	7
COc1ccc(CNC(=O)CCCn2nc(C)c3c(C)n(-c4ccc(C)cc4)nc3c2=O)cc1OC
  0	7	-3	4	11	6	-2	5	11
CN1C(C(=O)NCc2ccc(OC(F)(F)F)cc2)CC2Cn3c(nc4ccccc43)C21 (centres undefined)
  2	5	0	-3	10	7	-1	-3	3
Cc1ccc(-c2ccc(OCC(=O)N3CCOCC3)cc2)cc1
  -2	7	-4	2	1	8	-6	2	2
O=[N+]([O-])c1cc(S(=O)(=O)N2CCCC2)ccc1NCCc1ccccc1
  0	0	-3	-4	9	7	1	5	2
Cc1nc2ncnn2c(C)c1Cc1c(Cl)cccc1Cl
  0	-6	-1	5	8	12	-1	-12	-2
S=C(NCc1ccco1)NCC1CCCO1 (centres undefined)
  2	1	1	6	4	7	2	-3	3
N=C(N)SCc1nc2ccccc2c(=O)n1-c1ccccc1Cl
  1	6	-5	4	7	8	-1	-5	-3
CCN(Cc1ccc2c(c1)OCO2)C(=O)CSc1ncnc2sccc12
  -5	-5	-11	-1	11	5	-4	.	5

# Continuation.
# The line under a structure holds: PAFAH1B2 inh	PREPL inhibitor	LYPLA2 inh	PAFAH2 inh	ZTA counter	PAFAH1B3 FP inh	LYPLA1 counter	EBNA-1 inh	pPAFAH inh
Nn1c(SCc2ccccc2)nnc1-c1ccccn1
  5	-3	0	4	2	3	-2	17	1
Cc1cc2c(ncn2C)c(NS(=O)(=O)c2ccccc2Cl)c1C
  3	-2	2	14	-18	1	3	0	-4
CCCC1=Nc2cc(C(=O)NCCN3CCCC3)ccc2Sc2ccccc21
  6	-25	-2	4	11	3	-1	10	-2
COc1ccc(/C=C/C(=O)c2cc(Br)ccc(=O)c2O)cc1
  5	2	10	16	7	13	0	3	41*
COc1ccc(CCC(C)NCCc2ccc(Cl)cc2Cl)cc1 (centres undefined)
  5	-50	10	1	-6	7	4	-4	4
CCCN(CCC)C(=O)C[n+]1cccc(/C=N/O)c1
  5	3	4	0	5	4	3	-4	4
CCn1nccc1C(=O)Nc1cc(Cl)ccc1Cl
  7	8	-1	5	-1	5	-1	-8	8
COc1ccc(Cl)cc1NS(=O)(=O)c1cccc(C(=O)NCC(C)(C)N2CCOCC2)c1
  13	1	3	6	0	3	-1	.	1
CCOc1ccccc1NC(=O)CSc1cn[nH]n1
  1	-2	-2	3	7	-5	-1	-9	0
CCn1cc(CNC(=O)C2CCC(=O)N(C3CCCCCC3)C2)cn1 (centres undefined)
  6	-2	-2	8	-4	7	3	-20	5
O=C(COC(=O)/C=C/c1ccccc1Cl)Nc1cccnc1Cl
  4	7	.	30	.	7	.	.	7
COc1ccc(Br)cc1CN(C)CC(=O)Nc1cccc(S(N)(=O)=O)c1
  4	1	-2	3	3	6	1	-10	-2
O=C(Cc1c(O)c2ccccc2[nH]c1=O)NC1CCCCCCC1
  11	7	3	11	-8	-2	0	-2	-1
Cn1c(C(=O)N[C@@H](C(=O)O)c2ccccc2)cc2cc(F)ccc21
  6	6	12	-3	-1	1	1	13	3
COc1ccc(CN2CSC(=S)N(Cc3ccccc3)C2)cc1
  2	-10	-12	-7	-17	-3	-6	-5	0
CS(=O)(=O)N1CCCC(C(=O)NCc2ccco2)C1 (centres undefined)
  4	-3	4	1	-10	-3	0	-3	0
COc1ccc(-c2cnnn2-c2ccc(N)cc2)cc1OC
  0	2	5	-6	-5	-4	-1	4	-4
CCN(c1ccc(C)c(C)c1)S(=O)(=O)c1ccc2c(c1)CCN2C(=O)CCC(=O)O
  2	0	4	2	-8	8	-2	9	4

# Only part of the results is shown (hit frequency here may not be typical).
